GAA inh: alpha-glucosidase (human) inhibition | P10253 | purified human GAA, 4-MU-alpha-glucoside fluorescence | Potency, µM (highest dose often 76.9 µM), for the others: top-dose activity change, negative = inhibition, hits mostly inhibitors | hit rate 0.005% among 200,000;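 further: plate controls were uninhibited enzyme wells for no effect and no-enzyme background for full effect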
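Fluorescence at Ex 365/Em 440 nm from 4-methylumbelliferone reported enzyme activity after 20 min at room temperature. Reactions used 4 nM enzyme and 400 uM substrate at pH 5.0; curves fitted with the Hill equation.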
Epigenetic reg: derepresses silenced GFP reporter in murine cells | murine LDR cells, GFP reporter derepression, 30 h | hit rate 0.2% among 280,000 | Potency, µM (top dose mostly 53.9 µM), without a hit: at the highest dose GFP activation, most hits filed as activators | AID 1865; further: % of control where 0% means no effect; nearly all actives have a fitted effect of over 60% in size
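Murine LDR cells carrying a silenced, genomically integrated CMV-driven GFP reporter were exposed to compound for 30 hours at 37 C. After PBS washes, GFP-positive cells (20–120 um objects) were counted by laser-scanning microplate cytometry.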
NPSR antagonist: neuropeptide S receptor (human) antagonism, cAMP; Q6W5P4; CHO-NPSR cells, cAMP TR-FRET, antagonist mode; Potency, µM (series often up to 38.3 µM), inactives show top-dose activity change, negative = inhibition, usual class: inhibitors; hit rate 1% among 220,000; further: on the % scale 0 is the no-effect control and ±100 the full control effect; nearly all actives have a fitted effect of over 50% in size; many of its hits are not listed in these tables
aGal spleen mod: inhibits or activates alpha-galactosidase in human spleen homogenate; Potency, µM (titrated, usually from 80 µM), without a hit: top-dose activity change, negative = inhibition, hits mostly inhibitors; P06280; hit rate 0.008% among 240,000; human spleen homogenate, 4MU-alpha-Gal fluorescence, 40 min;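 further: 0% = enzyme with vehicle and -100% = no enzyme basal signal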
Target sequence (P06280 32-429 limits assumed): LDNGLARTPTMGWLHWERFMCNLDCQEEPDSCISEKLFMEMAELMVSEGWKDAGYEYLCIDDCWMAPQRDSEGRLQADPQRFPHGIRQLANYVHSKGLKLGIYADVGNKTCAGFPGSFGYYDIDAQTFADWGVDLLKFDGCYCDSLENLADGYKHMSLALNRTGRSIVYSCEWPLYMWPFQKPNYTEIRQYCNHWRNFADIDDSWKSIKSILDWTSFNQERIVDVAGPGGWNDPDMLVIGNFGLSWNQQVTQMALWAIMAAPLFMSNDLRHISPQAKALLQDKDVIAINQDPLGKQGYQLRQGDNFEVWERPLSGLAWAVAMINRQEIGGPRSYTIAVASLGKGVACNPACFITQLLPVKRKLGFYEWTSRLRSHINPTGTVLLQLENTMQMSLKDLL
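Inhibition or activation of alpha-galactosidase in human spleen homogenate is scored by 4-MU fluorescence after 40 min at 37C, pH 5.0, with 1 mM substrate. AC50s come from concentration-response fitted to the Hill equation.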
aGlu spleen mod: lysosomal alpha-glucosidase (human) modulation; P10253; human spleen homogenate, 4-MU-alpha-glucoside fluorescence; Potency, µM (doses to about 79.9 µM), inactives show top-dose activity change, negative = inhibition, most hits filed as inhibitors; hit rate 0.006% among 240,000; AID 2112;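 further: 0% = enzyme with vehicle and -100% = no enzyme basal signal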
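AC50 values come from Hill-equation fits of concentration-response data, normalized to no-enzyme and full-activity controls. Enzyme source: 1 ug human spleen homogenate; 1 mM fluorogenic 4-MU glucoside, pH 5.0 citrate buffer, 37 C, 40 min.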
GAA glycogen: alters human alpha-glucosidase cleavage of glycogen. hit rate 0.38% among 300,000. P10253. Potency, µM (doses to about 76.4 µM), for the others: at the top dose activity change, negative = inhibition, actives largely listed as inhibitors. recombinant GAA, glycogen substrate, Amplex Red glucose oxidase fluorescence;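 further: 0% = full enzyme reaction and -100% = no-enzyme basal signal; the screen sought inhibitors and activators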
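Recombinant human alpha-glucosidase (4 nM final) hydrolysed bovine liver glycogen (30 ug) for 40 min at 37 C in pH 5.0 citrate/phosphate with 0.01% Tween-20. Released glucose detected by glucose oxidase/Amplex Red, Ex 573/Em 610 nm. Compounds up to 77 uM; AC50 from Hill fits.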
Tau fluor cs: counter-screen for tau fibril formation inhibitors | Potency, µM (titrated, usually from 57.7 µM), inactives show at the top dose activity change, negative = decrease | AID 1463 | tau K18 P301L (four-repeat tau fragment) Alexa594 fluorescence, heparin fibrillization | hit rate 0.93% among 280,000; further: on the % scale 0 is the no-effect control and ±100 the full control effect; nearly all actives have a fitted effect of over 55% in size
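Human K18 P301L tau (15 uM unlabeled plus 0.24 uM Alexa 594-labeled, final) in 100 mM sodium acetate pH 7 was mixed with compound and 20 uM heparin and incubated 6 hr at 37 C.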
ALDH1A1 block: blocks purified human ALDH1A1 activity. P00352. Purified ALDH1A1, NADH fluorescence, propionaldehyde substrate. Potency, µM (top dose mostly 75.3 µM), inactives show at the top dose activity, negative = inhibition, most hits filed as inhibitors. hit rate 7.3% among 220,000; active means well fitted inhibition curve with a large enough effect, not every such curve was filed as active; inconclusive means small, poorly fitted or top-dose-only effect, or another doubt; inactive means no such curve, though single readings can be large or run the other way;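 further: plate controls were no enzyme wells and a reference inhibitor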
Target sequence (P00352 whole entry, looked up): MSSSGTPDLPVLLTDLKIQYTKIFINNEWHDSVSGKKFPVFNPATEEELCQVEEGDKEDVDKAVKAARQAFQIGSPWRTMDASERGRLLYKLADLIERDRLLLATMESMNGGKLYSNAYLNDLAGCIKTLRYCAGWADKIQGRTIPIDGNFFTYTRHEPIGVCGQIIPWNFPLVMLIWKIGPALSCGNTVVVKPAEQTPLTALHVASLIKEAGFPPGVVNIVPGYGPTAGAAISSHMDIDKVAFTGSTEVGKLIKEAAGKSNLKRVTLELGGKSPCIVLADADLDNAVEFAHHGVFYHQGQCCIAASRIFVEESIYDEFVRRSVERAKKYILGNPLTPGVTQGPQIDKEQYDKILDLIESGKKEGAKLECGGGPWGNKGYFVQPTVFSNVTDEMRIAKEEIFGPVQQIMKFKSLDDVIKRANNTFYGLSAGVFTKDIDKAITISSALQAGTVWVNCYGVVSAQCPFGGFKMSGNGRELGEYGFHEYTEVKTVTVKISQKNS
Numbers without * were called inactive; u = inconclusive; x = no result given; [ ] = remark or other dose. Unless noted, the call rests on the fitted dose curve; in most records, active means well fitted curve in the direction sought with a large enough effect; inconclusive means small, poorly fitted or top-dose-only effect, or another doubt; inactive means no such curve, though single readings can be large; an effect the other way counts as inactive or inconclusive. Potency means the concentration at half of the fitted maximal effect. These rows are one share of the data. The share of hits here may be higher or lower than overall.

SMILES | GAA inh | Epigenetic reg | NPSR antagonist | aGal spleen mod | aGlu spleen mod | GAA glycogen | Tau fluor cs | ALDH1A1 block
Cc1ccc(NNC(=O)c2c(C)noc2C)cc1Cl | -6% | 4.3% | -2% | 1% | 2% | u | -10% | 28µM*
COc1cccc(C(c2sc3nc(C)nn3c2O)N2CCN(C(=O)c3ccco3)CC2)c1 (configuration not stated) | 1% | 0.0% | -7%[46.1 µM] | -1% | -4% | -1% | -6% | 4%
O=C(Nc1ccc(Cl)cc1)Nc1nnc(CSCc2ccccc2Cl)s1 | -3% | 0.0% | 7%[46.1 µM] | 2% | 0% | 18% | 2% | 7%
O=C(CSc1cccc[n+]1[O-])NC1CCCCCCC1 | -1% | 1.1% | 14% | 7% | 5% | -8% | 5% | 2%
CC(C)CCC(C)NC(=O)c1ccc2nccnc2c1 (configuration not stated) | 0% | -1.1% | 11% | 9% | 6% | -10% | 3% | 20µM*
O=C(Nc1ccc2c(c1)Cc1ccccc1-2)c1ccc(Br)o1 | -5% | 0.0% | -22% | 11% | 10% | -1% | -19% | 11%
O=C(Nc1ccc(Br)cc1)C(c1ccccc1)c1ccccc1 | -4% | -1.5% | -27% | -4% | -3% | 5% | -11% | 6%
CCOC(=O)c1[nH]c2ccc(F)cc2c1NC(=O)C1=COCCO1 | 5% | -1.0% | -14%[46.1 µM] | -5% | 2% | 1% | -15% | u
O=[N+]([O-])c1ccc(NCCNCCOc2nonc2-c2ccccc2)c([N+](=O)[O-])c1 | -11% | -1.9% | -25% | -8% | 1% | 0% | u | u
O=C(COC(=O)c1c(Cl)ccc(Cl)c1Cl)NC1CCS(=O)(=O)C1 (configuration not stated) | -2% | u | 10% | 3% | 7% | -2% | 0% | 1%
CCCCCCOc1ccc(C(=O)O)cc1 | x | -2.4% | 16% | 4% | 11% | 3% | -7% | x
CCC(=O)Nc1ccc(Oc2ccc3c(c2)C(=O)NC3=O)cc1 | -8% | -2.1% | -12%[46.1 µM] | 4% | 0% | -1% | -2% | 5%
COCCNC(=O)Cn1cc2c(n1)CCCCC2 | -7% | -0.9% | -4%[46.1 µM] | 1% | 7% | 1% | 9% | 6%
CC(C)OC(=O)C1CC=CCC1C(=O)Nc1ccc(Cl)cc1 (configuration not stated) | -2% | -0.1% | u | 4% | -12% | -6% | -12% | 4%
O=C(Nc1cccc(Cl)c1)O/N=C\c1ccncc1 | 3% | 2.1% | 8%[46.1 µM] | 8% | -1% | 2% | -14% | -6%
Cc1nnc(NC(=O)c2oc3cc(C)c(C)cc3c2C)s1 | -1% | 6.8% | 2%[46.1 µM] | 4% | 5% | 6% | 2% | 13%
Cc1ccc2nc(SCC(=O)NCc3cccs3)c(C#N)cc2c1 | 3% | -1.2% | 10µM* | -6% | -22% | 7% | 4% | 7%
Cc1c(C(=O)c2ccccc2)c(=O)n(C)c(=O)n1C | -15% | -0.3% | 29% | -2% | -2% | 1% | -7% | 5%
COc1ccc(CN2CCNC(=O)C2CC(=O)NC2Cc3ccccc3C2)c(OC)c1 (configuration not stated) | 4% | 3.8% | -14% | -1% | 3% | 16% | -11% | u
CCCCCCNc1cc(C)oc(=O)c1C(C)=O | -17% | 0.2% | 14% | 6% | 2% | 2% | -13% | -6%
CCN(CC(=O)NC(=O)NCc1ccco1)Cc1nc2ccccc2c(=O)[nH]1 | 3% | -1.0% | 1%[46.1 µM] | -3% | -9% | 3% | 4% | 10µM*
Cc1ccc(S(=O)(=O)c2nc(S(C)(=O)=O)sc2NCc2ccc3c(c2)OCO3)cc1 | -7% | -1.1% | 1% | 2% | 8% | -10% | -20% | 1%
CN(CCOc1ccccc1)Cc1nc2cc(Cl)ccc2c(=O)[nH]1 | -8% | -4.2% | -13% | 5% | u | -7% | -9% | -5%
CN(CCc1cnn(C)c1)Cc1nc(Cc2ccccc2)no1 | 3% | 1.3% | -13% | 0% | 0% | 4% | -2% | 4%
Cc1nc(N2CCN(C)CC2)c2sc(=S)n(C)c2n1 | -5% | 1.4% | 3%[46.1 µM] | 8% | 5% | -12% | -4% | u
SMILES | GAA inh | Epigenetic reg | NPSR antagonist | aGal spleen mod | aGlu spleen mod | GAA glycogen | Tau fluor cs | ALDH1A1 block
Cc1cc(=O)oc2cc(OCC(=O)NCc3ccncc3)ccc12 | -2% | -2.1% | -8%[46.1 µM] | -4% | -5% | 1% | 2% | u
Cc1ccc(CNC(=O)[C@@H]2C[C@H]2[C@@H](NP(=O)(c2ccccc2)c2ccccc2)c2ccccc2)o1 | x | -0.6% | x | 2% | 3% | x | -23% | 4%
COc1cc(C(=O)NCCC(=O)NCCCN2CCCCC2)cc(OC)c1OC | -5% | 3.7% | 8%[46.1 µM] | -19% | -10% | 3% | 5% | 1%
O=C(Nc1cc(Sc2nc3ccccc3s2)cc([N+](=O)[O-])c1)c1ccccc1 | u | 1.0% | -36% | 9% | -21% | -8% | 4µM*[quencher] | 13%
CC1(C)COC2(OC1)C(=O)Nc1ccccc12 | -3% | -4.3% | 7% | 2% | 2% | 5% | -11% | 16%
O=c1cc(N2CCCC2)c2ccccc2o1 | -9% | 1.6% | 1% | -5% | 0% | 11% | -9% | -12%
Brc1ccccc1-c1cnco1 | 4% | -0.7% | -6% | 5% | 0% | -1% | -1% | 11%
CC(=O)c1ccc(C2C=CC(Oc3ccc(F)cc3C)C(CO)O2)cc1 (configuration not stated) | x | 2.3%[10.1 µM] | x | 2%[17.5 µM] | -16%[17.4 µM] | x | -4%[11.6 µM] | 0%[13.5 µM]
CC(C)OC(=O)c1nn2c(C(F)(F)F)cc(-c3ccco3)nc2c1Cl | 0% | 9.2% | 7%[46.1 µM] | 4% | 4% | -5% | 0% | u
COc1cc(S(=O)(=O)N2CCOCC2)ccc1NC(=O)COC(=O)c1ccccn1 | -6% | 2.2% | -11%[46.1 µM] | 1% | 1% | 11% | 3% | -1%
Cc1ccc(NC(=S)Nc2ccc3[nH]c(=O)[nH]c3c2)cc1 | x | 1.1% | 5% | 3% | -1% | -2% | -23% | x
CN(C)CCN1C(=O)c2oc3ccccc3c(=O)c2C1c1cccc(Br)c1 (configuration not stated) | -5% | 1.5% | -7%[46.1 µM] | 0% | 1% | -2% | 2% | u
CCCCCCCCCCCCCCCC(=O)NCC(=O)O | x | -1.1% | x | 2% | -1% | x | -1% | -1%
CCOc1cc(N2CCOCC2)c(OCC)cc1NC(=O)CSc1ncn[nH]1 | 2% | -1.1% | -12% | 0% | -3% | 4% | -2% | -7%
COc1ccc(C2C3=C(CCCC3=O)Nc3nc(-c4cc(OC)c(OC)c(OC)c4)nn32)cc1OC (configuration not stated) | u | 0.0% | -16%[46.1 µM] | u | 22% | -26% | -7% | -15%
CCOC(=O)N1CCN(S(=O)(=O)c2c(C)nn(C)c2C)CC1 | -1% | -1.7% | u | 5% | -5% | 2% | 1% | u
Cc1ccc(C2CC(=O)NC(SCCC(C)C)=C2C#N)cc1 (configuration not stated) | -12% | -1.2% | -10%[46.1 µM] | -11% | 4% | -22% | -11% | 13µM*
Cc1cc(C)c(NC(=O)CSc2nnc(-c3ccccn3)n2N)c(Cl)c1 | x | -0.4% | 39% | 6% | 1% | -8% | -13% | x
CO[C@H]1C[C@@H](O[C@@H]2[C@H](C)[C@H](O[C@@H]3O[C@@H](C)C[C@@H](N(C)C)[C@@H]3O)[C@H](C)C[C@]3(CO3)C(=O)[C@H](C)[C@H](O)[C@H](C)[C@H](C)OC(=O)[C@@H]2C)O[C@@H](C)[C@H]1O | x | 1.7%[16.9 µM] | x | -5%[29.1 µM] | -8%[29.1 µM] | x | x | -2%[20.9 µM]
CC(C)Oc1cccc(-n2c(CCc3c[nH]c4ccc(Br)cc34)nc3ccccc3c2=O)c1 | x | -0.8% | x | 2% | 4% | x | u | -3%
Cc1cccc(C(=O)N/N=C/c2ccc(OCC(=O)N3CCCCC3)cc2)c1 | 0% | -0.6% | -11%[46.1 µM] | -10% | -1% | 2% | -8% | -3%
CCOc1ccc(NC(=O)Nc2cc(C(C)C)c(O)cc2C)cc1 | x | 1.1% | 27% | 3% | 9% | u | u | x
COC(=O)CNC(=O)Cc1c(F)cccc1Cl | -2% | -1.1% | -4%[46.1 µM] | -19% | -15% | 3% | -5% | 10%
COCCNC(=O)/C(C#N)=C/c1cc(C)n(-c2ccc(C)cc2)c1C | -5% | -1.1% | 43% | 2% | -9% | -8% | -11% | 5.6µM*
COc1ccc(Cl)cc1NC(=O)CN(C)CC(=O)Nc1ccccc1-c1ccccc1 | -8% | 1.1% | u | -6% | 0% | -2% | -19% | u
CCCCC(Nc1ncnc2ccccc12)C(=O)O (configuration not stated) | -5% | -2.6% | -1%[46.1 µM] | -2% | 0% | -3% | -4% | 0%
Cc1cc(NS(=O)(=O)Cc2ccccc2)cc(C)c1OCC(=O)N1CCOCC1 | -5% | 1.1% | -7%[46.1 µM] | 0% | -1% | 9% | 1% | 7%
CCCCC1=CC2=C(c3ccco3)C(=O)C(C)(OC(=O)c3ccc(Cl)nc3)C(=O)C2=CO1 (configuration not stated) | x | -1.1% | x | -1% | -7% | x | -7% | 5%
Cc1ccc(S(=O)(=O)NCc2ccc(C(=O)NCCCN3CCN(C)CC3)cc2)cc1 | 0% | -0.1% | 12%[46.1 µM] | 0% | 7% | 4% | -6% | 1%

NPSR antagonist, what is marked active above.
structure	GAA inh	Epigenetic reg	NPSR antagonist	aGal spleen mod	GAA glycogen	ALDH1A1 block
Cc1ccc2nc(SCC(=O)NCc3cccs3)c(C#N)cc2c1	3%	-1.2%	10µM*	-6%	7%	7%

Molecules from the list above with a COOH group (3):
SMILES | GAA inh | Epigenetic reg | NPSR antagonist | aGal spleen mod | aGlu spleen mod | GAA glycogen | Tau fluor cs | ALDH1A1 block
CCCCCCOc1ccc(C(=O)O)cc1 | x | -2.4% | 16% | 4% | 11% | 3% | -7% | x
CCCCCCCCCCCCCCCC(=O)NCC(=O)O | x | -1.1% | x | 2% | -1% | x | -1% | -1%
CCCCC(Nc1ncnc2ccccc12)C(=O)O (configuration not stated) | -5% | -2.6% | -1%[46.1 µM] | -2% | 0% | -3% | -4% | 0%
